# Screening results deposited in PubChem by National Center for Advancing Translational Sciences (NCATS).
# AID inh = Primary qHTS assay for inhibitors of Activation Induced Cytidine Deaminase (AID): AID signal. AID deamination FRET fluorescence, UDG-coupled, 4 h. Single-stranded DNA cytosine deaminase (Homo sapiens), Q9GZX7. Potency, µM (doses to about 115 µM), inactives show at the top dose activity change, negative = inhibition, actives largely listed as inhibitors. actives 0.32% (n = 91,000); note: nearly all actives have a fitted effect of over 25% in size
# Target sequence (Q9GZX7 whole entry, looked up): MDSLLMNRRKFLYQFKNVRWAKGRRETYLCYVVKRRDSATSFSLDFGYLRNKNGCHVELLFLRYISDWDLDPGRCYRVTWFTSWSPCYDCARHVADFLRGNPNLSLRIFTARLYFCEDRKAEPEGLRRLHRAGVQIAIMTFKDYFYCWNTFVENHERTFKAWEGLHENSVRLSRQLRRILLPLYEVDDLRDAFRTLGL
# UDG counterscr = Primary qHTS assay for inhibitors of Activation Induced Cytidine Deaminase (AID): UDG Counterscreen signal; Uracil-DNA glycosylase; FRET deamination/UDG coupled assay, UDG read, 4 h; Potency, µM (top dose mostly 115 µM), for the others: top-dose activity change, negative = inhibition, most hits filed as inhibitors; actives 0.14% (n = 91,000); AID 1347430, 2020; note: nearly all actives have a fitted effect of over 65% in size
# An asterisk follows results filed as active; ? = inconclusive; [ ] = remark or other dose. Calls come from the whole dose curve; as a rule, active = well fitted curve in the direction sought with a large enough effect; inconclusive = small, poorly fitted or top-dose-only effect, or another doubt; inactive = no such curve, though single readings can be large; an effect the other way counts as inactive or inconclusive. % is set by controls: 0 for no effect and ±100 for the full control effect; potency is the fitted concentration of half-maximal effect. Some of the compounds tested; rates above refer to the full screens.
SMILES,AID inh,UDG counterscr
CCC(=O)OCc1cnc(C)c2oc(=O)c(C(=O)Nc3ccc(CC)cc3)cc12,-3%,?
CCCc1cnc2c(c1SCC(=O)Nc1cccc(C)c1C)c(=O)n(C)c(=O)n2C,8%,9%
Cc1ccc(NC(=O)CC2CC3CCC2C3)cc1 (stereo not drawn),-4%,3%
Cc1c(-c2ccccc2)nc2ccccc2c1C(=O)OCC(N)=O,11%,6%
Cc1ccc(CCNC(=O)Cn2ncc3c([nH]c4ccc(C)cc43)c2=O)cc1,4%,3%
Cc1nn(C(=O)c2ccccc2F)c(C)c1S(=O)(=O)N1CCCCCC1,0%,4%
CC(C)CCn1nc(C(=O)OCC(=O)NC(C)c2ccccc2)c2ccccc2c1=O (stereo not drawn),-17%,?
O=C(NC1CC(=O)N(c2ccccc2)C1)c1cccs1 (stereo not drawn),-3%,-11%
COC(=O)c1cccc(-n2c(CCC(=O)O)ccc2-c2ccc(OC)cc2)c1,-8%,2%
CCOc1cc(C2C(C(=O)OC)=C(C)NC3=C2C(=O)c2ccccc23)c(Br)cc1OC (stereo not drawn),-10%,-5%
Cc1nc2ccccc2nc1CN1C(=O)NC2(CCCCCC2)C1=O,-7%,-2%
CCOC(=O)c1cccc(NC(=O)N2CC(CC)Sc3ccccc32)c1 (stereo not drawn),-5%,3%
CCCCNC(=O)CN1C(=O)COc2ccc(S(=O)(=O)N3CCCC3)cc21,11%,12%
CCn1c2ccccc2c2cc(CN3CCN(Cc4ccccc4C)CC3)ccc21,1%,-12%
COc1cccc(NC(=O)Cn2nc(C)c3c(C)n(-c4ccccc4)nc3c2=O)c1,-12%,-5%
O=C(O)C1COCCO1 (stereo not drawn),-10%,-6%
Cc1cccc(C)c1NC(=O)CN1CCN(Cc2csc(-c3cccc(Br)c3)n2)CC1,-2%,-12%
CCOc1ccc(C(=O)c2cn(CC(=O)Nc3ccc4c(c3)OCCO4)c3ccc(OC)cc3c2=O)cc1,-23%,-2%
Cc1ccc(S(=O)(=O)N(CC(=O)O)Cc2ccc(Cl)c(Cl)c2)cc1,-13%,2%
CCc1ccc(-c2csc(-c3nc(-c4ccc(C)cc4)c(C)s3)n2)cc1,6%,-2%
Cc1cccc2cc(COC(=O)c3cccs3)c(=O)[nH]c12,-3%,-8%
CNc1snc(C)c1C(=O)N(C)CCOc1cccc(Cl)c1,1%,-1%
COc1ccc(OCc2ccc(-c3nc(C#N)c(N4CCCCC4)o3)o2)cc1,-22%,-14%
COc1ccc(NC(=O)C(NS(=O)(=O)c2cccc3nsnc23)C(C)C)cc1OC (stereo not drawn),75%[activator][57.5 µM],-2%[57.5 µM]
CSc1ncc(Cl)c(C(=O)Nc2ccc(S(=O)(=O)Nc3nccc(C)n3)cc2)n1,12%,-25%
O=C(CSc1nc(-c2cccs2)nc2cc(=O)[nH]n12)Nc1ccccc1Cl,-22%,30%[activator]
O=C(CSc1nc2c(c(=O)[nH]1)CCCC2)Nc1ccc(Br)cc1,27%,-3%
CCOC(=O)/C=c1/s/c(=C/c2ccsc2)c(=O)n1C,16%,5%
Cc1cc(NC(=O)Nc2nc3c(s2)CCCCCC3)ccc1Br,6%,21%
Cc1ccc(Cn2c(=O)n(Cc3ccco3)c(=O)c3sc4ccccc4c32)cc1,11%,-2%
Cc1ccc(-n2c(=O)c3ccccc3n(CC(=O)Nc3cccc(C(F)(F)F)c3)c2=O)cc1,4%,1%
CC(C)CCSc1nc2c(c(=O)[nH]c(=O)n2C)n1C(C)C,-1%,5%
COCC(C)NC(=O)C1=CC(c2ccc3c(c2)OCO3)=NS(=O)(=O)N1C (stereo not drawn),6%,-7%
CCOc1ccc(NC(=O)CCCn2c(=O)c3cccn3c3ccccc32)cc1,9%,4%
CCOC(=O)C1C(c2ccc(OC)c(OC)c2)NC(=O)NC1(O)C(F)(F)F (stereo not drawn),-7%,-6%
CC(Sc1nnc(N2CCOCC2)n1-c1cccc(F)c1)c1nc2ccccc2c(=O)[nH]1 (stereo not drawn),1%,4%
CC(C)/C=N/NC(=O)C1CC1,-3%,-7%
CC(=O)Nc1ccc(NC(=O)c2nc(SCc3ccccc3C)ncc2Cl)cc1,19%,31%[activator]
CC(C)(C)C1=C(C#N)C(c2ccc3c(c2)OCO3)C(C#N)=C(N)O1 (stereo not drawn),-6%,-10%
COc1ccc(CN(C(=O)COc2ccccc2OC)C2CCS(=O)(=O)C2)cc1 (stereo not drawn),0%,4%

# Part of the list above, reformatted:
CCOC(=O)C1C(c2ccc(OC)c(OC)c2)NC(=O)NC1(O)C(F)(F)F (stereo not drawn)
  AID inh: -7%
  UDG counterscr: -6%
CC(Sc1nnc(N2CCOCC2)n1-c1cccc(F)c1)c1nc2ccccc2c(=O)[nH]1 (stereo not drawn)
  AID inh: 1%
  UDG counterscr: 4%
CC(C)/C=N/NC(=O)C1CC1
  AID inh: -3%
  UDG counterscr: -7%
CC(=O)Nc1ccc(NC(=O)c2nc(SCc3ccccc3C)ncc2Cl)cc1
  AID inh: 19%
  UDG counterscr: 31%[activator]

# Going on with the list:
SMILES,AID inh,UDG counterscr
CNC(=O)Cc1ccc(NC(=O)C2CCCC2)cc1,-3%,2%
CCOc1ccc(N(CC)C(=O)c2nn(-c3ccc(OC)cc3)c(=O)c3c2c2ccccc2n3C)cc1,-15%,?
COc1ccc(-c2c(C)oc3cc(OC(=O)C(C)(C)C)ccc3c2=O)cc1,6%,1%
O=C(/C=C/C1=Cc2ccccc2OC1)c1cccc(O)c1,31%[activator],6%
Cc1ccc(NC(=S)NNC(=O)c2csc(C)c2)cc1,1%,-6%
O=C(/C=C/c1ccccc1)/C=C/c1ccc(-c2ccccc2)cc1,-6%,2%
COc1ccc(/C=C/C(=O)c2ccc(O)c(CCCl)c2)c(Cl)c1,-16%,6%
Cc1cccc(N(CC(N)=O)C2SC(=O)N(Cc3cccc(C(=O)O)c3)C2=O)c1 (stereo not drawn),20%[57.5 µM],0%[57.5 µM]
COc1ccc(CNC(=O)C(C)OC(=O)C23CC4CC(CC(C4)C2)C3)cc1 (stereo not drawn),-9%,-2%
COc1cccc(-c2nnc(SCC(=O)N3CCC(C)CC3)o2)c1,-13%,3%
O=c1c2sc3ccccc3c2n(Cc2cccc(F)c2)c(=O)n1Cc1ccccc1,8%,-2%
CCN(CC)c1ccc(NC(=O)C(Cc2ccccc2)NS(=O)(=O)c2ccc(Br)s2)c(C)c1 (stereo not drawn),10%,-2%
CCOC(=O)c1c(S(=O)(=O)N2CCC(C(=O)N3CCN(c4ccc(F)cc4)CC3)CC2)c(C)n(C)c1C,-8%,-16%
Cc1ccc(-c2nc(SCC(=O)Nc3cc(C)on3)c3c(=O)n(C)c(=O)n(C)c3n2)cc1,1%,4%
COc1cccc(-c2cc(C(F)(F)F)nc(NCCc3ccc(OC)c(OC)c3)n2)c1,?,-21%
COC(=O)c1ccc(CSc2nc3c([nH]c4ccccc43)c(=O)n2-c2ccc(Cl)cc2)o1,-1%,-11%
Cc1cccc(NC(=S)NNC(=O)c2ccc(-c3ccccc3)cc2)c1,-1%,-6%
COc1ccc(N(C)S(=O)(=O)c2ccc3c(c2)CCN3C(=O)CCC(=O)O)cc1,3%,-27%
Oc1ccccc1Nc1nc2ccccc2n2nnnc12,-2%,-10%
COc1ccc(OCC(=O)Nc2ccc3c(C)cc(=O)oc3c2)cc1,3%,-5%
Cc1ccc(NCc2cccn2-c2nnc(N3CCCCCC3)s2)cc1,?,-4%
COCCCNC(=O)C(=O)NCC(c1ccc2c(c1)OCO2)N1CCOCC1 (stereo not drawn),21%,-19%
COc1ccc(NC(=O)c2cc(S(=O)(=O)N3CCCC3)ccc2OC)cc1,-19%,-9%
CCOC(=O)c1cccc(-n2nnc3c(sc4nc(C)c(Br)c(C)c43)c2=O)c1,-4%,6%
C=CCNC/C=C/c1ccccc1,1%,-1%
Cc1cc(C)c(Cn2c3ccccc3c3cnn(CC(=O)NC4CCCCCC4)c(=O)c32)c(C)c1,-7%,9%
COC(=O)c1cc(NC(=O)CCc2c(C)nc3cc(-c4ccccc4)nn3c2C)cc(C(=O)OC)c1,-1%,-7%
Cc1ccc(C)c(NS(=O)(=O)c2cc3c(cc2C)n(C)c(=O)c(=O)n3C)c1,-3%,-8%[57.5 µM]
CCCn1c(=O)c2ccc(C(=O)NC(C)CC)cc2n2c(SCc3ccccc3)nnc12 (stereo not drawn),3%,-7%
C/C(=C/C(=O)C(F)(F)F)N1CCc2ccccc2C1,31%[activator],11%
O=S(=O)(Nc1cccc(Cl)c1)c1ccc2[nH]c3c(c2c1)CCCCCC3,43%[activator][57.5 µM],-2%[57.5 µM]
Cc1nc(/C=C/C(=O)N(Cc2ccccc2)C2CC2)cs1,2%,6%
CCOc1ccc(NC(=O)c2cc(=O)c3cc(CC)ccc3o2)cc1,6%,12%
CC(C)=CC(=O)N(C)C(C)c1cccc([N+](=O)[O-])c1 (stereo not drawn),2%,0%
CCC(=O)Nc1ccccc1-c1nc2ccccc2n(C(CC)C(=O)Nc2cccc(Cl)c2)c1=O (stereo not drawn),?,?
CCOC(=O)c1c(C)sc(-c2c(-c3ccc(OC)c(F)c3)[nH]c3[nH]c(=O)[nH]c(=O)c23)c1O,37%[activator],0%
CCOC(=O)c1c(C)[nH]c(C(=O)Cn2cnc3ccccc3c2=O)c1C,-3%,-3%
Cc1ccc(NC(=O)/C(C#N)=C\c2ccc(-c3ccc(Cl)cc3)o2)c(C)c1,6%,-5%
CNC(=O)NC(=O)COc1c(Cl)cc(Cl)c2ccc(C)nc12,-16%,-8%
OCCCCCCCCCCC[n+]1ccccc1,4%,0%
CS(=O)(=O)Cc1ccc(C(=O)Nc2ccc(F)c(F)c2)cc1,0%,4%
CCOc1cc2c(cc1NC(=O)CC1C=CCC1)OC(C)C2 (stereo not drawn),-5%,-9%
Cc1ccc(NC(=O)Cn2cc(C(=O)C3CCCCC3)c3ccccc32)cc1,3%,-6%
O=C(Nc1sc2c(c1C(=O)NCc1ccccc1)CCCC2)c1cc(=O)c2ccccc2o1,11%,-8%
CS(=O)(=O)Oc1ccc2c(c1)O/C(=C\c1ccc(-c3ccccc3)cc1)C2=O,-4%,-10%
Cc1cccc(N2C(=O)CS(=O)(=O)C23C(=O)N(C)c2ccccc23)c1 (stereo not drawn),15%,-1%
CCCN(CCC)CCCNC(=O)c1cc2c(=O)n(C)c3ccccc3c2s1,?,-18%
CC(C)Nc1ccc(-c2nc(-c3ccccn3)no2)cc1[N+](=O)[O-],-1%,33%[activator]
COc1ccccc1CNC(=O)CSc1ncc(S(=O)(=O)c2ccc(C)c(Cl)c2)c(=O)[nH]1,-12%,1%
CCCOc1ccc(C(CC(=O)c2ccc(C)cc2)S(=O)(=O)c2ccc(C)cc2)cc1 (stereo not drawn),-9%,-5%
COc1cccc(C(=O)Oc2ccc(C(C)=O)cc2)c1,-17%,1%
CCCCN1CCCc2cc(CN(CCCN3CCOCC3)C(=O)Nc3ccc(OCC)cc3)ccc21,3%,-23%[57.5 µM]
Cc1cc(Br)cc2c(C(=O)NC3CCCCC3)cc(-c3ccccc3)nc12,-20%,-9%
CCc1nn(CC(=O)Nc2cc(C)cc(C)c2)c(=O)c2cc3sccc3n12,-26%,-12%
COc1ccc(CNC(=O)C2CCN(S(=O)(=O)c3ccc(C)cc3)CC2)cc1,14%,-3%
CCn1c(CC2C(=O)N(C)c3ccccc32)nc2ccccc2c1=O (stereo not drawn),26%,22%
CC(=O)N1CCc2cc(Br)cc(S(=O)(=O)CCC(=O)NCCc3ccc(Cl)cc3)c21,-18%,-9%
COc1ccc(CCNC(=O)c2ccc(NC(=O)CC3SC(N4CCCC4)=NC3=O)cc2)cc1 (stereo not drawn),-1%,-1%
COc1ccc(OCCn2nnc3sc4c(c3c2=O)CCCC4)cc1,-5%,?
CCCc1nc2nc(C)cc(Nc3c(C)cc(C)cc3C)n2n1,-6%,9%

# By substructure, the compounds so far containing a COOH group
SMILES,AID inh,UDG counterscr
COC(=O)c1cccc(-n2c(CCC(=O)O)ccc2-c2ccc(OC)cc2)c1,-8%,2%
O=C(O)C1COCCO1 (stereo not drawn),-10%,-6%
Cc1ccc(S(=O)(=O)N(CC(=O)O)Cc2ccc(Cl)c(Cl)c2)cc1,-13%,2%
Cc1cccc(N(CC(N)=O)C2SC(=O)N(Cc3cccc(C(=O)O)c3)C2=O)c1 (stereo not drawn),20%[57.5 µM],0%[57.5 µM]
COc1ccc(N(C)S(=O)(=O)c2ccc3c(c2)CCN3C(=O)CCC(=O)O)cc1,3%,-27%

# New compounds follow:
SMILES,AID inh,UDG counterscr
CCC(CC)NC(=O)C1CCN(C2=NS(=O)(=O)c3ccccc32)CC1,-2%,-6%
CCN(CC)CCCNC(=O)c1cn(CC)c2ccc(S(=O)(=O)N3CCc4ccccc4C3)cc2c1=O,?,0%
CCOc1ccc(NC(C)=O)c(N)c1,-11%,-19%
Nc1nc(SCc2ccc([N+](=O)[O-])cc2)c2ncn([C@@H]3O[C@H](CO)[C@@H](O)[C@H]3O)c2n1,-7%,2%
COc1ccc(-n2ncc(C(=O)N3CCN(Cc4ccccc4)CC3)c2C2CCN(C(=O)OC(C)(C)C)CC2)cc1,-20%,10%
Cc1ccc(-c2nnc3c4ccccc4c(-c4ccccc4)nn23)cc1,3%,-3%
